# Bioassay records (PubChem BioAssay)
# PAD4 FP inh: human PAD4 inhibitors, primary screen, biochemical, fluorescence polarization, 1536-well format; Protein-arginine deiminase type-4 (Homo sapiens), Q9UM07; recombinant PAD4, RCA probe fluorescence polarization; inhibition, % at 6.36 µM; hit rate 0.41% among 330,000;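 active = percent inhibition above a cutoff equal to the mean of all tested compounds plus 3 SD, cut at about 15% in these data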;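 note: 0% = PAD4 with RCA probe and DMSO and 100% = probe without PAD4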
# Fam108B inh: mouse Fam108B serine hydrolase inhibitors, primary screen, counter-screen for RBBP9 inhibitor project, biochemical, fluorescence polarization. recombinant Fam108B, FP-Rh probe fluorescence polarization. inhibition, % at 9.51 µM. hit rate 0.33% among 300,000;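 active = inhibition above the screen mean inhibition plus 3 SD, computed separately per campaign, cut at about 18% in these data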;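 note: inhibitors lower polarization as less probe binds the enzyme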
# PAFAH1B2 FP inh: PAFAH1B2 enzyme inhibitors, primary screen, biochemical, fluorescence polarization, human; inhibition, % at 3.39 µM; recombinant PAFAH1B2, FP-rhodamine activity probe; hit rate 1.2% among 340,000;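 active = inhibition above the mean of all tested compounds plus 3 SD, cut at about 24% in these data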;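 note: 0% = enzyme with DMSO and 100% = wells lacking PAFAH1B2; many of its hits are not listed in these tables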
# LYPLA1 counter: LYPLA1 inhibitors, primary screen, counter-screen for PME1 inhibitor project, biochemical, fluorescence polarization, FP-Rh probe ABPP; Acyl-protein thioesterase 1 (Homo sapiens), O75608; recombinant LYPLA1; inhibition, % at 5.9 µM; hit rate 0.16% among 320,000; AID 2174, 2009;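 active = inhibition above the mean of all tested compounds plus 3 SD, set per campaign, cut at about 14% in these data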;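 note: inhibitors block serine hydrolase probe labeling of LYPLA1 so polarization falls; 0% = enzyme with DMSO and 100% = wells lacking LYPLA1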
# pPAFAH FP inh: pPAFAH enzyme inhibitors, primary screen, biochemical, fluorescence polarization, human. hit rate 1.5% among 330,000. AID 463082, 2010. inhibition, % at 3.39 µM. Platelet-activating factor acetylhydrolase (Homo sapiens), Q13093. recombinant pPAFAH, FP-rhodamine probe fluorescence polarization;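 active = inhibition above the mean inhibition across the screen plus 3 SD, cut at about 25% in these data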;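 note: inhibitors block binding of the rhodamine activity-based probe so polarization drops; 0% = enzyme with DMSO and 100% = wells lacking pPAFAH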
# PAFAH2 FP inh: PAFAH2 enzyme inhibitors, primary screen, biochemical, fluorescence polarization, human | inhibition, % at 3.39 µM | hit rate 0.99% among 340,000 | Platelet-activating factor acetylhydrolase 2, cytoplasmic (Homo sapiens), Q99487 | recombinant PAFAH2, FP-rhodamine activity probe | AID 492956, 2010;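 active = inhibition above the mean over all tested compounds plus 3 SD, cut at about 30% in these data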;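 note: inhibitors block probe labeling of enzyme so polarization drops; 0% = enzyme with DMSO and 100% = wells lacking PAFAH2 protein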
# PME-1 primary: PME-1 inhibitors via competitive probe labeling, primary screen, biochemical, fluorescence polarization, FP-Rh probe, HTS | recombinant PME-1 | inhibition, % at 5.9 µM | AID 2130, 2009 | Protein phosphatase methylesterase 1 (Homo sapiens), Q9Y570 | hit rate 0.53% among 320,000;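 active = inhibition above the campaign mean of all compounds plus 3 SD, cut at about 26% in these data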;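 note: competitive labeling of PME-1 active site by serine hydrolase directed probe; 0% = PME-1 with DMSO and 100% = wells lacking PME-1 enzyme; inhibitors block probe labeling so polarization falls and inhibition rises; many of its hits are not listed in these tables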
# Target sequence (Q9Y570 whole entry, looked up): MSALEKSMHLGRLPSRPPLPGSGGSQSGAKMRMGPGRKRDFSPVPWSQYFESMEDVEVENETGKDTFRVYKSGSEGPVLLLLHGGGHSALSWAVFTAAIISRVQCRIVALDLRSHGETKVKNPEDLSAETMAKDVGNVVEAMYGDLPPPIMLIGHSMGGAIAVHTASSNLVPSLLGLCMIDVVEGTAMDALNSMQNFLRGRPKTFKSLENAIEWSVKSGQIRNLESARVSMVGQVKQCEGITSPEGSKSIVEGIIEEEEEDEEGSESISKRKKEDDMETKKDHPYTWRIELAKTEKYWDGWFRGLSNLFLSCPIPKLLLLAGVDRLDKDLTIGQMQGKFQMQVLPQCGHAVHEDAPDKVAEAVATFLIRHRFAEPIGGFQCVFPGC
# PAFAH1B3 FP inh: PAFAH1B3 enzyme inhibitors, primary screen, biochemical, fluorescence polarization, human | Platelet-activating factor acetylhydrolase IB subunit alpha1 (Homo sapiens), Q15102 | recombinant PAFAH1B3, FP-rhodamine probe | inhibition, % at 3.39 µM | hit rate 0.28% among 340,000;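 active = inhibition above the screen-wide average of all tested compounds plus 3 SD, cut at about 25% in these data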;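 note: 0% = enzyme with DMSO only and 100% = wells lacking PAFAH1B3 protein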
# Target sequence (Q15102 whole entry, looked up): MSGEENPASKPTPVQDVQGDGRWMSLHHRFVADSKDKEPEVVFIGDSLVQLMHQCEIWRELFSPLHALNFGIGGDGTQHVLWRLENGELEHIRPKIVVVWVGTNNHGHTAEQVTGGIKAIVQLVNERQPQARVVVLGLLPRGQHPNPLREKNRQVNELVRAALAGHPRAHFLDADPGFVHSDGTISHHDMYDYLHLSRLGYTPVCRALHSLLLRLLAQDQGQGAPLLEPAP
# GSTO1 counter: inhibitors of recombinant GSTO1, primary screen, counter-screen for RBBP9 inhibitor project, biochemical, fluorescence polarization | Glutathione S-transferase omega-1 (Homo sapiens), P78417 | activity-based probe fluorescence polarization | inhibition, % at 5.96 µM | hit rate 1.1% among 300,000 | AID 1974, 2009;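 active = inhibition above the campaign mean inhibition plus 3 SD, cut at about 35% in these data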;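 note: 0% = GSTO1-1 with DMSO and 100% = wells lacking GSTO1-1 enzyme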
# Target sequence (P78417 whole entry, looked up): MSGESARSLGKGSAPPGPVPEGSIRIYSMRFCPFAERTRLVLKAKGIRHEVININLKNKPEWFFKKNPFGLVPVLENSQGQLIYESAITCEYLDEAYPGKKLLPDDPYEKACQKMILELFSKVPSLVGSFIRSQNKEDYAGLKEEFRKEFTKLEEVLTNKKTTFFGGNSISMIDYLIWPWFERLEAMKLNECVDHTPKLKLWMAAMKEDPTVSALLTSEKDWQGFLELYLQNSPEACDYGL
# Starred values were filed as active, the others as inactive; x = no result given. A portion of the library; count on the stated rates, not on these rows.
SMILES,PAD4 FP inh,Fam108B inh,PAFAH1B2 FP inh,LYPLA1 counter,pPAFAH FP inh,PAFAH2 FP inh,PME-1 primary,PAFAH1B3 FP inh,GSTO1 counter
COC(=O)c1c(NC(=O)C2=COCCO2)sc(C)c1C,5,2,-2,-2,0,3,5,-4,-1
CC(C)CCOc1cccc(OCC(=O)Nc2ccncc2)c1,1,-4,1,0,6,-18,-1,-5,-20
CCN(C(=O)COC(=O)c1cccnc1)c1cccc2ccccc12,-7,x,0,x,6,8,x,9,x
COc1cccc(CN(C)C(=O)CC23CC4CC(CC(C4)C2)C3)c1OC,-1,-1,7,0,15,5,2,-4,1
COc1ccc(NC2CCCN(C(=O)C3(C)CCCCC3)C2)cc1OC (centres undefined),2,1,-2,1,3,-4,-7,5,1
O=C(Nc1ccccc1C(=O)O)c1cc(S(=O)(=O)N2CCOCC2)c(Br)s1,-3,0,-2,-6,-1,24,-2,-1,-8
CCN1CCN(C(=S)Nc2ccc(Cl)c(Cl)c2)CC1,-2,-1,-2,5,1,0,2,-2,5
CCN1CCN(c2oc(-c3ccc([N+](=O)[O-])cc3)nc2C#N)CC1,-1,-1,x,-1,-1,x,0,x,4
Cc1ccc(S(=O)(=O)N2CCN(S(=O)(=O)N3CCCCC3)CC2)cc1,0,2,2,7,3,-3,1,4,2
Cc1cc(F)ccc1Oc1cc(NN2CCCCC2)c([N+](=O)[O-])cc1[N+](=O)[O-],-6,-3,7,-7,-5,6,-4,4,7
O=C(N/N=C/c1ccccc1Cl)c1ccncc1,-4,0,5,1,-2,5,-4,-4,-2
CCCn1nc(-c2ccccc2)c2nc3ccccc3nc21,-1,-3,x,-3,4,x,3,x,0
Cc1cc(NC(=O)c2ccc3c(c2)OCO3)no1,-6,-2,1,3,-1,-5,0,7,5
O=C(CCCN=C1NS(=O)(=O)c2ccccc21)OCC(=O)c1ccc(Br)cc1,-3,-1,3,-1,2,-3,-4,5,6
O=c1c(C(c2nnnn2C2CCCCC2)N2CCCCC2)coc2ccc(Cl)cc12 (centres undefined),2,2,-2,6,2,9,0,2,3
O=C(CN1C(=O)NC2(CCCC2)C1=O)Nc1nc2ccccc2s1,4,1,4,-1,3,-2,0,5,-9
CC(=O)Nc1ccc(S(=O)(=O)NCC(=O)OCC(=O)N2CCCCCC2)cc1,-8,x,1,-3,2,6,-4,-6,x
CC1(C)OC(C)(C)/C(=C\c2ccc(OCC(N)=O)cc2)C1=O,0,x,6,1,-2,6,-4,7,x
COc1ccccc1NC(=O)Cn1c(=O)c(N(C)C)c(N)n(C)c1=O,1,-2,4,2,3,5,-2,12,5
O=S1(=O)N=C(Oc2cccc3ccccc23)c2ccccc21,-5,1,1,4,2,-4,-9,-4,11
CCNC(=O)COC(=O)c1sccc1C,-4,2,4,2,3,6,-5,4,0
Cc1cc(C(=O)NCCc2ccccc2)c2cc(F)ccc2n1,-4,-5,11,-2,0,-2,2,4,2
O=C(CC1COc2ccccc2O1)NCc1ccccc1 (centres undefined),0,2,1,1,2,-5,-2,4,1
CCOC(=O)c1cnn(-c2ncnc3sc(CC)cc23)c1N,-5,-3,3,0,1,5,-8,7,7
CCOC(=O)N1CCN(CC(=O)Nc2c(C(=O)OC)[nH]c3cc(C)ccc23)CC1,-1,1,3,0,4,-7,4,3,-3
CCOCCCN(Cc1ccco1)S(=O)(=O)c1csc(C(N)=O)c1,3,0,5,-5,7,12,-8,8,-4
Cc1cc(-c2nc3ccccc3[nH]2)ccc1N,0,8,0,0,3,3,-11,8,-5
CCOC(=O)c1c(C)n(C)c2ccc(OC)c(NC(=O)CN3CCCCC3)c12,-2,-2,6,-1,0,7,1,3,-7
CC(C)(CNS(=O)(=O)c1ccc(Cl)cc1)N1CCCCC1,3,-1,2,5,17,4,0,12,2
CCCSc1nnc(NC(=O)c2ccco2)s1,-3,2,5,-2,1,4,0,8,-10
O=Cc1cn(CCC(=O)O)nc1-c1cccc2ccccc12,-5,0,3,2,1,1,-3,10,3
Cn1cc(C(=O)NC2CCCCCCC2)c(=O)c2cc(S(=O)(=O)N3CCCC3)ccc21,5,-1,2,-4,5,13,6,1,-3
CCCCCN(C(=O)CCC(=O)OC(C)C(=O)NC1CCCCC1)c1c(N)n(CCCC)c(=O)[nH]c1=O (centres undefined),1,-3,0,3,-1,4,3,-3,-8
CCCCN(c1ccccc1)S(=O)(=O)c1ccc2c(c1)CCN2C(=O)CCC(=O)O,-1,3,16,-6,-9,-6,-6,7,13
Cc1ccc(C)c(S(=O)(=O)N2CCCC2CNC(=O)C(=O)NCCc2ccco2)c1 (centres undefined),-1,-1,3,-1,11,9,-1,5,0
Cc1cc(C)c(NC(=O)CC(=O)c2ccccc2)c(Cl)c1,-2,-12,4,-6,-6,-6,-13,-1,-4
NC(=O)CSc1nnnn1CC(CC(=O)O)c1ccccc1 (centres undefined),-5,5,-1,1,7,10,7,-9,-2
COc1ccc(Nc2cc(C)nc3ccccc23)cc1,0,-2,0,0,-6,1,5,-5,3
CCOc1nc(NCCN2CCOCC2)nc(Nc2ccc([N+](=O)[O-])cc2)n1,-9,-5,0,-3,2,-2,-2,-5,-1
Cc1ccc(C)c(NC(=O)CSc2nnc(-c3ccccc3)o2)c1,3,0,0,-3,-3,-1,-7,5,5
CCO[C@H]1OC(C(=O)N2CCN(C)CC2)=C[C@@H](c2coc3ccccc3c2=O)[C@@H]1CCCO,0,5,7,4,3,-5,-1,9,5
CCCCC(CC)C(=O)Nc1ccc(S(=O)(=O)Nc2nccs2)cc1 (centres undefined),3,2,11,0,1,-4,2,3,1
CC(NS(=O)(=O)c1ccc(Br)cc1)C(c1cccs1)N1CCOCC1 (centres undefined),0,2,6,-3,0,7,-15,-4,3
O=C(CSc1n[nH]c(-c2cccs2)n1)N1CCOCC1,-2,x,-4,x,3,-2,x,4,x
CN1C(=O)/C(=C/c2cccc(Cl)c2)Sc2ccc(C(=O)NCc3cccnc3)cc21,-6,-21,-7,-19,-3,-9,-33,1,-28
Brc1ccc(-c2nc(-c3ccccc3)no2)o1,-2,2,-2,-3,7,4,-6,-1,0
Cc1nnc(SCc2nc3ccccc3nc2C)s1,2,0,-5,-1,2,-2,-4,6,2
CSc1ccc(S(=O)(=O)NCC(=O)OCC(=O)NC2(C#N)CCCCC2)cc1[N+](=O)[O-],5,3,1,1,0,10,3,8,8
CCN(CC)C(=O)C1CCCN(Cc2ccc(N(C)C)cc2)C1 (centres undefined),0,-3,7,-3,5,2,-7,-5,7
O=C(Nc1ccccc1Oc1cccnc1)C1CCCN(C/C=C/c2ccc(F)cc2)C1 (centres undefined),-1,0,0,1,6,0,4,2,-1
CN(C)/C=C1\C(=O)N(C)N=C1C(F)(F)F,5,0,-5,1,5,-5,-3,19,1
COc1ccc(Br)cc1/C=C\C(=O)NCc1cccnc1,-3,-5,0,-1,2,14,-1,8,-2
Cc1ccc(CNC(=O)C2CCC(=O)N2Cc2ccc(C)cc2)cc1 (centres undefined),3,-3,3,-3,4,-6,1,4,6
CN1C(=O)/C(=C\c2ccccc2F)Sc2ccc(C(=O)NC3CCN(Cc4ccccc4)CC3)cc21,-5,-5,3,-8,4,-8,-4,7,-7
Cc1cc(NC(=O)CSc2nnc(NCc3ccco3)s2)no1,-6,x,-1,3,-5,4,-4,3,x
O=C(NC1CCCCCCC1)C1c2ccccc2C(=O)N1Cc1cccs1 (centres undefined),0,0,11,4,8,5,2,15,3
Cc1ccccc1N1CCN(C2CCCN(C(=O)c3csc(C(C)C)n3)C2)CC1 (centres undefined),2,-2,-5,1,6,0,-5,5,-6
O=C1NC(NS(=O)(=O)c2ccc(Cl)cc2)(C(F)(F)F)C(=O)N1CCc1ccccc1 (centres undefined),-2,-2,x,0,-2,x,-6,x,-1
CCCn1c2ccc(F)cc2c2nnc(NN)nc21,-6,-4,0,-6,0,6,-8,4,-2
Cc1cccc(CC(=O)N2CCN(C(=O)c3ccco3)CC2)c1,-1,1,-3,-3,-2,-5,4,6,1
# Other entries.
SMILES,PAD4 FP inh,Fam108B inh,PAFAH1B2 FP inh,LYPLA1 counter,pPAFAH FP inh,PAFAH2 FP inh,PME-1 primary,PAFAH1B3 FP inh,GSTO1 counter
CCN(C(=O)CSc1nnc(-c2ccco2)n1CC)c1c(N)n(Cc2ccccc2)c(=O)[nH]c1=O,-5,x,-5,4,3,-8,4,-5,x
COc1cccc(N2CC(=O)N(NC(=O)c3sc4nc(C)cc(C)c4c3N)CC2=O)c1,1,5,-2,3,6,-3,0,-10,-4
O=C(Oc1ccc(-c2cnc3ccccc3n2)cc1)c1ccc(Br)o1,39*,2,1,1,-1,1,-7,-2,5
O=C(CN1CCOCC1)Nc1ncccn1,-2,4,1,0,7,-2,-2,-1,-6
NC1=NC(=O)/C(=C/c2ccc(-c3ccc(S(N)(=O)=O)cc3)o2)S1,-3,-6,-10,2,-2,-8,-17,-4,1
CC(C)=CCN1CCN(Cc2ccc(Oc3ncccn3)cc2)CC1CCO (centres undefined),2,1,-8,-2,0,-6,-2,10,3
CCOC(=O)c1ccccc1NC(=O)/C=C/C(=O)O,5,-1,1,3,1,0,2,14,7
O=C(Cn1nnc(-c2ccc(CN3CCOCC3)cc2)n1)N(c1ccccc1)c1ccccc1,-7,-8,4,-4,4,3,-1,15,1
O=C(COc1ccccc1[N+](=O)[O-])NCC1(N2CCCCC2)CCCCC1,3,x,2,-4,2,7,-8,4,x
CCCCNC(=O)Nc1nc(SCC(=O)OCC)n[nH]1,1,1,3,-1,6,3,3,3,1
COc1ccc(-n2c(COc3cccc4ccccc34)nnc2SCC#N)cc1,-5,1,5,-2,3,2,2,8,0
Cc1oc(-c2ccc(Cl)cc2)nc1CN1CCC(C(=O)N2CCc3ccccc3C2)CC1,-3,-1,1,-2,1,9,2,4,-2
COc1cc(C2C(C(N)=O)=C(C)Nc3nc(CCCO)nn32)cc(OC)c1OC (centres undefined),-2,-2,1,1,4,-1,0,6,3
CCOC(=O)CCCC(=O)Nc1ncnc2c1C(c1ccccc1)c1c(ccc3ccccc13)O2 (centres undefined),0,x,2,x,-13,0,x,0,x
C=CCC[C@H](Cc1ccc(F)cc1)C(=O)OC[C@H]1CCCN1C(=O)[C@@H](CC=C)CC(=O)NCCO,-2,x,5,x,-11,0,x,9,x
Cc1ccc(NC(=O)C2CCN(S(=O)(=O)c3ccccc3)CC2)cc1,-6,4,1,-1,-4,0,-1,5,6
CC(=O)Nc1ccc(S(=O)(=O)NNC(=O)c2cc3c4ccccc4n(C)c3s2)cc1,1,-2,-2,-1,9,2,-5,-11,3
O=C(CCNS(=O)(=O)c1ccc(Br)cc1)NCC1CCCO1 (centres undefined),1,x,7,-1,-3,0,1,-1,x
